From PubChem BioAssay
PfHsp40 yeast – rescue of yeast from PfHsp40 toxicity, primary screen, S. cerevisiae, ATP luminescence; S. cerevisiae expressing PfHsp40, growth rescue; hit rate 0.68% among 340,000; growth rescue, % at 12.5 µM; in the data active means growth rescue above about 28%, passing the limit was not always enough; inconclusive means no clear call, values can overlap the other calls;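 further: yeast W303a lacking pdr1 and pdr3 grown in galactose medium; growth measured after three days at 30 °C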
Anthrax LF inh2 – Bacillus anthracis LF protease inhibitors, primary screen, biochemical, multiplex microsphere, MLPCN library | multiplex microsphere protease cleavage assay | inhibition, % at 10 µM | hit rate 0.12% among 360,000 | Lethal factor (Bacillus anthracis), P15917; further: plate controls were buffer without enzyme for full effect and enzyme alone for no effect
DUSP3 inh – VHR1 phosphatase inhibitors, primary screen, biochemical, absorbance, uHTS | Dual specificity protein phosphatase 3 (Homo sapiens), P51452 | recombinant VHR phosphatase, pNPP absorbance | inhibition, % at 13.3 µM | hit rate 0.52% among 290,000 | AID 1654, 2009; in the data active means inhibition above about 50%; further: some compounds called inactive have numbers as strong as hits
PriA SSB inh – inhibitors of Klebsiella pneumoniae PriA binding to SSB C-terminal tail, primary screen, biochemical, AlphaScreen; PriA–SSB C-terminal tail interaction (Klebsiella pneumoniae); AlphaScreen SSBct-PriA binding, biotinylated peptide; inhibition, % at 33 µM; hit rate 0.6% among 430,000; AID 1272365, 2023; in the data active means inhibition mostly above about 37%, no sharp cut-off; inactive means mostly below about 20%;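 further: plate controls were negative control peptide for no effect and reference peptide for full effect; strong numbers were not always called active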
CCHF vOTU inh – CCHFV vOTU protease inhibitors, primary screen, biochemical, Pep-AMC substrate, fluorescence; Crimean-Congo hemorrhagic fever virus L polyprotein viral ovarian tumor (vOTU) protease …; inhibition, % at 11.5 µM; hit rate 0.55% among 370,000; AID 651958, 2012; in the data active means inhibition above about 30%; further: 0% = vehicle wells with enzyme and 100% = no enzyme wells
Y pestis TopoI – Yersinia pestis topoisomerase I inhibitors, primary screen, biochemical, cleavage product accumulation, plate reader, single point | DNA topoisomerase I (Yersinia pestis CO92) | Y. pestis Topo-I cleavage product accumulation | activity, % at 10 µM | hit rate 0.064% among 360,000; in the data active means activity above about 50%, passing the limit was not always enough; inconclusive means no clear call, values can overlap the other calls; further: inactives centre near 2
TcdB inh – TcdB glycohydrolase inhibitors, primary screen, biochemical, single point, plate reader. TcdB glycohydrolase enzymatic assay. hit rate 0.24% among 350,000. AID 652162, 2013. inhibition, % at 9.99 µM. Toxin B (Clostridioides difficile), P18177; in the data active means inhibition above about 10%
Target sequence (P18177 whole entry, looked up): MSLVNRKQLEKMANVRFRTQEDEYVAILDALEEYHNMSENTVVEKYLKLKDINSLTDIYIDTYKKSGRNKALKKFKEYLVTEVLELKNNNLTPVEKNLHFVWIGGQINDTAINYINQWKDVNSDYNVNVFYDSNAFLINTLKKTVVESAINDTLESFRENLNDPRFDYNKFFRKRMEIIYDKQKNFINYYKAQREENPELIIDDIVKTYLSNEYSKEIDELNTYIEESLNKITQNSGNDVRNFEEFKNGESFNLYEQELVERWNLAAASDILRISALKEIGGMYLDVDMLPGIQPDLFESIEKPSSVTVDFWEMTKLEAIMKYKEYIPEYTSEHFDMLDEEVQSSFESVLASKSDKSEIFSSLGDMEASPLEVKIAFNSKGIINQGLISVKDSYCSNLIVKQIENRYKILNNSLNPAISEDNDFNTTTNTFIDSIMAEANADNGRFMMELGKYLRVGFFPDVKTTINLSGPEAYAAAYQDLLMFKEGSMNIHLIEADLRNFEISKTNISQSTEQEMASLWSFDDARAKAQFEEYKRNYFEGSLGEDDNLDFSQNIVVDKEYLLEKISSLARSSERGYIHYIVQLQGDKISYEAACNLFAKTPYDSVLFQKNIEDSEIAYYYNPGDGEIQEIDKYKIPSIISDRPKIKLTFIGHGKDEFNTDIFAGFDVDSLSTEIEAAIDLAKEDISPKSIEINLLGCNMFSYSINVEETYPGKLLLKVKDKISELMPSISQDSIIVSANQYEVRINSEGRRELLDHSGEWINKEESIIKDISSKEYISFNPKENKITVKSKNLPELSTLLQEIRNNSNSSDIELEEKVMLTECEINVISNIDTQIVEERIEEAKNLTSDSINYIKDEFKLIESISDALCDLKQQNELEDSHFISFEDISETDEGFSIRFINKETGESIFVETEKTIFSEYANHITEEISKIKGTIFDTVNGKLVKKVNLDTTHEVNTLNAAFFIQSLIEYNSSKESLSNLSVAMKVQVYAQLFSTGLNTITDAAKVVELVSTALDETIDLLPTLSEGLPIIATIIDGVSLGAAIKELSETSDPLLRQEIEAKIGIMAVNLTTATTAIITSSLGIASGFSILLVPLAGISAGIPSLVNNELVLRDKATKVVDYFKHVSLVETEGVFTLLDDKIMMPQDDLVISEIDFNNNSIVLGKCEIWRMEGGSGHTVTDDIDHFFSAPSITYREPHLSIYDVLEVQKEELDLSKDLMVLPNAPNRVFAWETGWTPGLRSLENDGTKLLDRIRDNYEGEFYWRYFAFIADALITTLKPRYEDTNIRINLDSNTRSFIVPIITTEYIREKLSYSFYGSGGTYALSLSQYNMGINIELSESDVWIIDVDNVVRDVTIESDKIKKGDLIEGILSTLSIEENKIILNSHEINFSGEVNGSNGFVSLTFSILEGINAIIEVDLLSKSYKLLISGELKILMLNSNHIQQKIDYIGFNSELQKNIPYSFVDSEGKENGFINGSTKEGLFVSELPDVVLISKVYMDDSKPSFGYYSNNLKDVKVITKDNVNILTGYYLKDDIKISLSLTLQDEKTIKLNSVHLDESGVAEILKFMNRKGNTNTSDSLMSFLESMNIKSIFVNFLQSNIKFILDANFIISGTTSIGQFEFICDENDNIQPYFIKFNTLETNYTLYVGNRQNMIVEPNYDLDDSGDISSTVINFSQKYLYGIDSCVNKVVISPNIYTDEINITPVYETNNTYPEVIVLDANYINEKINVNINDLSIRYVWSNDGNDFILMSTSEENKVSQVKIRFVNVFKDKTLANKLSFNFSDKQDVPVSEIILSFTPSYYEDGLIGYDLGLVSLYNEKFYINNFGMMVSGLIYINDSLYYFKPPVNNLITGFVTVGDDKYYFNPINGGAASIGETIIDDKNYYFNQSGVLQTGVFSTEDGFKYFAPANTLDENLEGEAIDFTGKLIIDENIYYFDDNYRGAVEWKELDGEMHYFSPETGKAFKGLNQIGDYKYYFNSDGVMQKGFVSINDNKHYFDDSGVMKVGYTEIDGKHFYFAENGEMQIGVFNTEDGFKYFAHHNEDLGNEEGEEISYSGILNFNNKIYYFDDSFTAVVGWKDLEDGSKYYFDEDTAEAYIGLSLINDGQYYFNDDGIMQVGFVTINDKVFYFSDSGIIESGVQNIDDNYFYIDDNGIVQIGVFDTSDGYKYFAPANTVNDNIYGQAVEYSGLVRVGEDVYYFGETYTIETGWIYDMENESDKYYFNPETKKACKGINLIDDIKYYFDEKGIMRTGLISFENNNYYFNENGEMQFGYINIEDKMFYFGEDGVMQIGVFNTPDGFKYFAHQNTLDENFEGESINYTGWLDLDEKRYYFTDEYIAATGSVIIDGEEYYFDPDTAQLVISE
SARS 3CLpro inh – SARS-CoV 3CLpro protease inhibitors, primary screen, biochemical, quenched FRET | Replicase polyprotein 1ab (Severe acute respiratory syndrome coronavirus), P0C6X7 | recombinant SARS-CoV 3CLpro, quenched FRET peptide cleavage | inhibition, % at 6 µM | hit rate 0.14% among 290,000; in the data active means inhibition above about 12%
BH1578 lux ind – inducers of Vibrio cholerae quorum light production without autoinducers, primary screen, BH1578 luxS cqsA deficient, single point; hit rate 0.16% among 350,000; AID 588436, 2011; V. cholerae BH1578 lux reporter, luminescence, 6 h; activation, % at 18.7 µM; in the data active means activation mostly above about 9.7%, no sharp cut-off; inconclusive means no clear call, values can overlap the other calls; inactive means mostly below about 3.7%; further: not every result past the cut was called active; inactives centre near 0; reference of the scale not given here
BoNT-A LC inh2 – BoNT/A light chain protease inhibitors, primary screen, biochemical, flow cytometry, MLPCN library; AID 588499, 2011; hit rate 0.17% among 360,000; multiplex microsphere protease substrate cleavage; inhibition, % at 10 µM; further: plate controls were buffer without enzyme for full effect and enzyme alone for no effect
* hit, by the source's call; i = inactive; ? = inconclusive; / = no result given; & = joins results of further samples. Unless noted, no stated cut-off is given here; in the data, active means inhibition above about 30%; inconclusive means no clear call, values can overlap the other calls; inactive means below that.

(1) O=C(O)c1nn2c(c1Br)NC(c1ccccc1)CC2C(F)(F)F (stereo not drawn)
(2) CC(NC(=O)CN(c1ccc(F)cc1)S(C)(=O)=O)c1ccccc1 (stereo not drawn)
(3) CCOc1cc(/C=C2\COc3ccccc3C2=O)ccc1OCC(=O)N(C)C
(4) Cc1ccc(NC(=S)NNC(=O)Cn2nc([N+](=O)[O-])cc2C)cc1
(5) Cc1ccc(NC(=O)CSc2ncccn2)cc1F
(6) O=C(NCc1cnn(-c2ccc(F)cc2)c1)C1CCC(=O)N(C2CC2)C1 (stereo not drawn)
(7) CCOc1ccc(NC(=O)C2CC(=O)OC2c2ccccc2)cc1 (stereo not drawn)
(8) O=Nc1c(O)n(Cc2ccccc2)c2ccccc12
assay / entry,1,2,3,4,5,6,7,8
PfHsp40 yeast,0.1,-0.8,2.0,0.6,5.0,0.5,-1.1,-0.9
Anthrax LF inh2,0,-14,9,0,-2,-1,-1,-10
DUSP3 inh,24,16,16,17,4,15,36,-6
PriA SSB inh,-4,2,2,1,-6,-8,-7,8
CCHF vOTU inh,-37,-7,10,/,-3,-8,-2,1
Y pestis TopoI,5,-5,-2,-2,10,0,6,-2
TcdB inh,/,1.0,1.1,-4.2,1.0,2.6,0.5,0.8
SARS 3CLpro inh,2,4,11,-11,-2,1,0,-6
BH1578 lux ind,/,-0.3,-0.9,-0.4,-0.3,i,-0.8,81*
BoNT-A LC inh2,0.8,-6.6,0.7,0.2,1.2,0.6,-0.5,1.0

(9) COc1nc(-c2ccc(C)cc2)ccc1-c1noc(-c2ccco2)n1
(10) CCOC(=O)c1[nH]nc(C(=O)c2ccc(Br)cc2)c1O
(11) COc1ccc(CN2C=C3C(=O)C(C)(OC(=O)CCc4ccccc4)C(=O)C=C3C=C2c2ccc(C#N)cc2)cc1 (stereo not drawn)
(12) CC(C)(CO)N=Cc1c(O)[nH]c2ccccc12
(13) COc1cccc(NC(=S)/C(=C(\[O-])c2ccc([N+](=O)[O-])cc2)[n+]2ccccc2)c1
(14) CCSC1=C(C#N)C(c2ccc(Cl)cc2)C2=C(CCCC2=O)N1 (stereo not drawn)
(15) Cc1ccc(-c2cc(C(=O)n3cnc4ccccc43)c3ccccc3n2)cc1C
(16) COc1ccc2sc(N3C(=O)CC(Cc4cccc(C)c4)C3=O)nc2c1 (stereo not drawn)
assay / entry,9,10,11,12,13,14,15,16
PfHsp40 yeast,-0.9,2.2,-0.2,0.6,0.0,-0.3,-2.6,1.6
Anthrax LF inh2,5,-6,-2,-2,10,-4,-2,2
DUSP3 inh,36,24,7,32,14,0,20,8
PriA SSB inh,2,-7,-14,-9,/,-14,-8,11
CCHF vOTU inh,-4,9,-1,/,-16,-6,-19,8
Y pestis TopoI,-7,5,-8,-3,-16,17,8,8
TcdB inh,/,/,1.2,/,-3.6,/,/,0.2
SARS 3CLpro inh,-2,0,/,-2,2,6,-3,-3
BH1578 lux ind,i,-11,-0.7,-0.1,i,i,0.5,i
BoNT-A LC inh2,1.0,4.1,2.4,-0.6,3.4,2.3,-0.3,0.9

Part of the list above, reduced to SARS 3CLpro inh and DUSP3 inh:
cpd | Structure | SARS 3CLpro inh | DUSP3 inh
13 | COc1cccc(NC(=S)/C(=C(\[O-])c2ccc([N+](=O)[O-])cc2)[n+]2ccccc2)c1 | 2 | 14
14 | CCSC1=C(C#N)C(c2ccc(Cl)cc2)C2=C(CCCC2=O)N1 (stereo not drawn) | 6 | 0
15 | Cc1ccc(-c2cc(C(=O)n3cnc4ccccc43)c3ccccc3n2)cc1C | -3 | 20

Going on with the list.
(17) COc1ccc(CCN(Cc2cc3ccc(C)cc3n3nnnc23)C(C)=O)cc1OC
(18) CC/C(=N/O)C(=O)c1ccc(Br)cc1
(19) COc1ccc(C(=O)Nc2sc3c(c2C#N)CCN(C(C)=O)C3)cc1
(20) Oc1ccc(N2CCN(Cc3ccc(OCCCN4CCCCC4)cc3)CC2)cc1
(21) CC(=O)N(Cc1ccco1)C1(C(=O)NC2CCCC2)CCCCC1
(22) Cc1ccsc1C(=O)Nc1nc2ccccc2[nH]1
(23) CCCCn1c(O)c(/C=C2\C=NN=C2c2ccccc2)sc1=S
(24) OCC1OC(n2cnc3c(NC4CCCC4)ncnc32)C(O)C1O (stereo not drawn)
assay / entry,17,18,19,20,21,22,23,24
PfHsp40 yeast,0.4,0.7,-0.6,-0.6,-0.3,-4.3,-1.4,-1.9
Anthrax LF inh2,15,-1,0,-8,1,-15,0,0
DUSP3 inh,-15,1,16,18,-4,36,-4,/
PriA SSB inh,0,/,-13,55*,-16,-9,/,-8
CCHF vOTU inh,-2,3,10,10,-2,8,2,-4
Y pestis TopoI,-8,1,-2,-4,4,-2,-6,-4
TcdB inh,0.5,-9.2,2.3,0.7,/,1.1,/,1.3
SARS 3CLpro inh,3,6,-6,3,2,-6,2,/
BH1578 lux ind,i,-0.3,i,-0.1,-0.4,0.1,-0.4,i
BoNT-A LC inh2,0.6,-0.6,1.6,-2.5,1.0,-0.3,2.1,-0.3

(25) COc1ccc(NC2CCCN(C(=O)c3csc(C(C)C)n3)C2)cc1OC (stereo not drawn)
(26) CC(=O)c1ccc(-c2cccc(-c3nc4ccccn4c3NC3CCCCC3)c2)cc1
(27) O=C1c2ccccc2C(=O)N1Cc1cc(-c2ccccc2)no1
(28) CC(=O)c1ccc(-c2cccc([C@H]3[C@@H]4C=CC[C@@H](C)[C@@H]4C(=O)N3Cc3ccccc3)c2)cc1
(29) Oc1cc2c(cc1CN1CCN(c3cccc(C(F)(F)F)c3)CC1)CCC2
(30) Clc1ccc(OCCn2ccnc2)c(Br)c1
(31) CC(C)Cc1ccc(C(C)C(=O)Nc2ccccc2O)cc1 (stereo not drawn)
(32) COc1ccc(-c2csc(N(CCCN(C)C)C(=O)c3ccc(OC)c(OC)c3)n2)cc1
assay / entry,25,26,27,28,29,30,31,32
PfHsp40 yeast,-1.1,?,-2.1,-0.1,-1.0,-2.1,-0.8,/
Anthrax LF inh2,2,4,-8,-2,-9,3,0,-1
DUSP3 inh,23,/,-9,/,4,22,5,/
PriA SSB inh,-7,41*,-30,0,-12,3,-16,/
CCHF vOTU inh,6,5,-8,18,3,6,23,6
Y pestis TopoI,15,6,20,43,14,1,-15,-6
TcdB inh,-0.3,1.7,/,1.2,/,/,2.8,1.1
SARS 3CLpro inh,-1,/,-3,/,0,-3,5,/
BH1578 lux ind,-0.6,i,i,i,i,-0.6,-0.4,-0.8
BoNT-A LC inh2,0.2,-0.2,-0.3,-0.6,1.7,1.3,1.4,-0.1

(33) COc1cc(OC)c(NC(=O)c2ccc3c(SCC(=O)O)c4c(nc3c2)CCCC4)cc1Cl
(34) Cc1ccc(S(=O)(=O)N2CCC(C(=O)N3CCC(C(=O)NCc4cccnc4)CC3)CC2)cc1
(35) COCCC(=O)N1CCC(n2nccc2NC(=O)c2ccccc2C)CC1
(36) CCc1cccc(C)c1NC(=S)N1CC2CC(C1)c1cccc(=O)n1C2 (stereo not drawn)
(37) COc1ccc(C[C@@H]2c3cc(O)c(OC)cc3CCN2C)cc1O
(38) S=c1[nH]nc(-c2ccncc2)n1/N=C/c1cccc2ccccc12
(39) Cc1ccc(S(=O)(=O)N2CCN(C(=O)C3CCCO3)CC2)cc1 (stereo not drawn)
(40) CCCCN(S(=O)(=O)c1ccccc1)S(=O)(=O)c1ccccc1
assay / entry,33,34,35,36,37,38,39,40
PfHsp40 yeast,-1.2,-1.1,-0.3,-1.3,-2.3,/,0.1,2.9
Anthrax LF inh2,1,-5,-1,-2,-3,/,0,-1
DUSP3 inh,11,-6,-53,12,-3,-8,2,21
PriA SSB inh,-7,-2,8,6,-6,/,-17,-70
CCHF vOTU inh,17,4,6,9,12,1,11,5
Y pestis TopoI,9,0,5,-6,-6,/,4,31
TcdB inh,2.6,2.3,0.5,0.9,-1.6,-0.1,0.9,1.8
SARS 3CLpro inh,6,3,3,1,1,0,4,3
BH1578 lux ind,-0.4,i,0.9,-0.1,-0.1,/,i,-0.5
BoNT-A LC inh2,0.4,-1.0,1.7,-0.5,0.4,/,-0.1,2.0

(41) COc1cccc(NC(=O)C2CCCN2C(=O)OCc2ccccc2)c1 (stereo not drawn)
(42) Cc1ccc(C(=O)Nc2ccccc2[N+](=O)[O-])cc1S(=O)(=O)N1CCOCC1
(43) CN(C)c1ccc(NC(=S)NC(=O)/C=C/c2ccc(Cl)cc2)cc1
(44) O=C(N/C(=C/c1cccc([N+](=O)[O-])c1)C(=O)N1CCCCCC1)c1ccco1
(45) Cc1ccc(C(=O)CCS(=O)(=O)c2ccc(Cl)cc2)cc1
(46) COc1ccc(N2CC(C(=O)OCC(=O)Nc3cccc(C)c3)CC2=O)cc1 (stereo not drawn)
(47) CCOC(=O)Cn1nc(C)c(NC(=O)COc2ccc(C)c(C)c2)c1C
(48) COc1ccc(C(=O)NN=C(Cc2ccccc2)Cc2ccccc2)cc1OC
assay / entry,41,42,43,44,45,46,47,48
PfHsp40 yeast,0.6,0.3,-0.7,4.1,0.4,-0.8,-0.4,2.2
Anthrax LF inh2,3,-6,-2,-3,0,-12,-8,1
DUSP3 inh,-17,47,-14,5,28,-29,11,5
PriA SSB inh,-13,23,5,-19,-18,-14,-9,-10
CCHF vOTU inh,1,-1,2,0,20,5,-4,10
Y pestis TopoI,-2,9,-8,20,3,5,0,-5
TcdB inh,/,1.7,/,-0.1,-0.1,0.5,0.3,/
SARS 3CLpro inh,-1,-2,3,-1,-2,4,-3,-1
BH1578 lux ind,i,i,-7.3,i,-0.7,-0.1,-0.8,i
BoNT-A LC inh2,0.5,2.4,-0.5,1.5,-0.4,0.7,-1.3,-0.3

(49) COc1ccc(-n2c(=S)[nH]c3cc(C(=O)NCc4cccnc4)ccc3c2=O)c(OC)c1
(50) CCN(CC)S(=O)(=O)c1ccc2nnn(O)c2c1
(51) Cc1ccc(NC(=O)c2oc(=O)c3ccccc3c2-c2ccccc2)c(C)c1
(52) CN1CCN(C(=O)/C(=C\c2cccs2)NC(=O)c2ccccc2)CC1
(53) O=C(CN1C(=O)CSCC1=O)NCc1ccc(F)cc1
(54) CCn1ccnc1CN(C)Cc1nc(-c2cccc(Cl)c2)no1
(55) N#C/C(=C\c1ccccc1Cl)C(=O)Nc1ccccn1
(56) COc1ccc(N2CCN(C(=O)C3CCCN(c4ncnc5c4nc4n5CCCCC4)C3)CC2)cc1 (stereo not drawn)
assay / entry,49,50,51,52,53,54,55,56
PfHsp40 yeast,0.3,-1.4,-1.5,-0.6,-1.6,-0.7,-1.3,0.5
Anthrax LF inh2,11,-2,0,0,0,-4,-12,-5
DUSP3 inh,21,-14,1,14,25,13,2,13
PriA SSB inh,13,1,-1,-15,-9&-24,2,-1,28
CCHF vOTU inh,10,-6,4,2,-9,-2,-14,15
Y pestis TopoI,-2,3,5,3,1,5,5,19
TcdB inh,2.2,-1.4,/,1.4,-0.4,/,0.4,2.4
SARS 3CLpro inh,-8,2,1,-5,1,0,0,10
BH1578 lux ind,-0.3,-0.2,-5.9,-0.2,i,-0.4,-0.8,i
BoNT-A LC inh2,-2.5,-0.7,-0.1,0.4,0.0,-1.4,0.2,2.1

This is a subset, so the mix of outcomes need not match the whole.
